All columns: NCI-60 one-dose screen, growth in % after 48 h at 10 µM unless noted; 100 = growth as untreated, 0 = no growth, -100 = all killed.
HOP-92 – HOP-92 NSCLC cells; actives 6.3% (n = 71,000); AID 1794738
UACC-62 – UACC-62 melanoma; actives 5.4% (n = 81,000)
M14 – M14 melanoma; actives 6.2% (n = 80,000); AID 1794745
SK-MEL-28 – SK-MEL-28 melanoma; actives 4.1% (n = 81,000); AID 1794761
UACC-257 – UACC-257 melanoma; actives 4.4% (n = 78,000)
EKVX – EKVX NSCLC; actives 3% (n = 71,000)
A549/ATCC – A549/ATCC NSCLC; actives 3.7% (n = 81,000)
SK-MEL-5 – SK-MEL-5 melanoma | actives 6.4% (n = 80,000)
Active calls of the source: *; & = joins results of further samples. How the source made its calls: active means growth percent below 10; inactive means the rest.

How did CC[C@]12C=CCN3CC[C@@]4(c5ccc(OC)cc5N(C)[C@H]4[C@@](O)(C(=O)OC)[C@@H]1OC(=O)CCC(=O)N[C@@H](Cc1c[nH]c4ccccc14)C(=O)OC)[C@@H]32 do in these assays?
HOP-92: 67; UACC-62: 92; M14: 97; SK-MEL-28: 38; UACC-257: 67; EKVX: 93; A549/ATCC: 87; SK-MEL-5: 90

What do the screens show for `Cc1ccc2cnc(N)c(C#Cc3cc(C(=O)Nc4ccc(CN5CCN(C)CC5)c(C(F)(F)F)c4)cnc3C)c2c1`?
HOP-92: -32*; UACC-62: 7.3*; M14: -90*; SK-MEL-28: -85*; UACC-257: 32; EKVX: 13; A549/ATCC: -86*; SK-MEL-5: 27

What do the screens show for `N/C(=N\OC(=O)CSc1nc2ccccc2s1)c1ccc2ccccc2c1`?
HOP-92: 96; UACC-62: 91; M14: 99; SK-MEL-28: 106; UACC-257: 105; EKVX: 92; A549/ATCC: 102; SK-MEL-5: 101

What do the screens show for `O=C(OC(c1ccccc1)c1nccc2ccccc12)c1ccccc1` (stereo not drawn)?
HOP-92: 87; UACC-62: 81; M14: 107; SK-MEL-28: 116; UACC-257: 101; EKVX: 74; A549/ATCC: 93; SK-MEL-5: 98

What do the screens show for `O=C(CSc1nnc(-c2ccc(Cl)cc2)n1-c1ccccc1)Nc1ccccc1Cl`?
HOP-92: 101; UACC-62: 96; M14: 78; SK-MEL-28: 99; UACC-257: 95; EKVX: 70; A549/ATCC: 30; SK-MEL-5: 95

What do the screens show for `CCCOC(=O)N[C@H]1CCc2cc(OC)c(OC)c(OC)c2-c2ccc(SC)c(=O)cc21`?
HOP-92: 35; UACC-62: 41; M14: 6.2*; SK-MEL-28: 59; UACC-257: 72; EKVX: 52; A549/ATCC: 23; SK-MEL-5: -15*

How did Cc1nn(C2CC(O)C(O)C(CO)O2)c(=O)[nH]c1=O (stereo not drawn) do in these assays?
HOP-92: 106; UACC-62: 101; M14: 105; SK-MEL-28: 108; UACC-257: 101; EKVX: 120; A549/ATCC: 106; SK-MEL-5: 115

Results for CCCN(CCC)c1ccc(NC(=O)c2cc(OC)c(OC)c(OC)c2)cc1 ?
HOP-92: 83; UACC-62: 90; M14: 99; SK-MEL-28: 95; UACC-257: 84; EKVX: 88; A549/ATCC: 75; SK-MEL-5: 88

How did [2H]C([2H])([2H])Oc1ccc(/C=C/C(=O)/C=C(/C=C/c2ccc(OC([2H])([2H])[2H])c(OC([2H])([2H])[2H])c2)OB(F)F)cc1OC([2H])([2H])[2H] do in these assays?
HOP-92: 99; UACC-62: 82; M14: 80; SK-MEL-28: 92; UACC-257: 80; EKVX: 105; A549/ATCC: 90; SK-MEL-5: 97

What do the screens show for `N=C1N=C(SCc2nc3ccccc3[nH]2)NC(=O)/C1=C/c1ccc(F)cc1`?
UACC-62: 95; M14: 102; SK-MEL-28: 105; UACC-257: 98; EKVX: 103; A549/ATCC: 112; SK-MEL-5: 97

What do the screens show for `COc1ccc(-c2cc(C(=O)Nc3nc4ccc(OC)cc4s3)nc3cc(-c4ccccc4)nn23)cc1`?
UACC-62: 89; M14: 116; SK-MEL-28: 87; UACC-257: 101; EKVX: 90; A549/ATCC: 103; SK-MEL-5: 92

What do the screens show for `CSC1=Nc2c(c(C)c(-c3ccccc3)n2CCCC(=O)O)C2=NC(=O)C[C@H](C)N12`?
HOP-92: 94; UACC-62: 107; M14: 102; SK-MEL-28: 105; UACC-257: 108; EKVX: 93; A549/ATCC: 101; SK-MEL-5: 92

Some of these compounds in order of SMILES length, rising.
What do the screens show for `O=C(OC(c1ccccc1)c1nccc2ccccc12)c1ccccc1` (stereo not drawn)?
HOP-92: 87; UACC-62: 81; M14: 107; SK-MEL-28: 116; UACC-257: 101; EKVX: 74; A549/ATCC: 93; SK-MEL-5: 98

What do the screens show for `N/C(=N\OC(=O)CSc1nc2ccccc2s1)c1ccc2ccccc2c1`?
HOP-92: 96; UACC-62: 91; M14: 99; SK-MEL-28: 106; UACC-257: 105; EKVX: 92; A549/ATCC: 102; SK-MEL-5: 101

What do the screens show for `N=C1N=C(SCc2nc3ccccc3[nH]2)NC(=O)/C1=C/c1ccc(F)cc1`?
UACC-62: 95; M14: 102; SK-MEL-28: 105; UACC-257: 98; EKVX: 103; A549/ATCC: 112; SK-MEL-5: 97

What do the screens show for `CSC1=Nc2c(c(C)c(-c3ccccc3)n2CCCC(=O)O)C2=NC(=O)C[C@H](C)N12`?
HOP-92: 94; UACC-62: 107; M14: 102; SK-MEL-28: 105; UACC-257: 108; EKVX: 93; A549/ATCC: 101; SK-MEL-5: 92

What do the screens show for `COc1ccc(-c2cc(C(=O)Nc3nc4ccc(OC)cc4s3)nc3cc(-c4ccccc4)nn23)cc1`?
UACC-62: 89; M14: 116; SK-MEL-28: 87; UACC-257: 101; EKVX: 90; A549/ATCC: 103; SK-MEL-5: 92

How did [2H]C([2H])([2H])Oc1ccc(/C=C/C(=O)/C=C(/C=C/c2ccc(OC([2H])([2H])[2H])c(OC([2H])([2H])[2H])c2)OB(F)F)cc1OC([2H])([2H])[2H] do in these assays?
HOP-92: 99; UACC-62: 82; M14: 80; SK-MEL-28: 92; UACC-257: 80; EKVX: 105; A549/ATCC: 90; SK-MEL-5: 97

How did CC[C@]12C=CCN3CC[C@@]4(c5ccc(OC)cc5N(C)[C@H]4[C@@](O)(C(=O)OC)[C@@H]1OC(=O)CCC(=O)N[C@@H](Cc1c[nH]c4ccccc14)C(=O)OC)[C@@H]32 do in these assays?
HOP-92: 67; UACC-62: 92; M14: 97; SK-MEL-28: 38; UACC-257: 67; EKVX: 93; A549/ATCC: 87; SK-MEL-5: 90

Continuation:
Results for Cc1ccc(NCSc2ccc(Cl)cc2)cc1 ?
HOP-92: 63; UACC-62: 85&82; M14: 89&76; SK-MEL-28: 94&87; UACC-257: 86&71; EKVX: 77&93; A549/ATCC: 64&62; SK-MEL-5: 102&86

Results for CC(=O)C1C(=O)C(=O)N(c2ccccc2)C1=O (stereo not drawn) ?
HOP-92: 88; UACC-62: 98; M14: 103; SK-MEL-28: 121; UACC-257: 96; EKVX: 109; A549/ATCC: 106; SK-MEL-5: 105

Results for O=c1[nH]c(=S)[nH]cc1Oc1ccccc1 ?
HOP-92: 93; UACC-62: 111; M14: 97; SK-MEL-28: 116; UACC-257: 102; A549/ATCC: 100; SK-MEL-5: 113

What do the screens show for `O=[N+]([O-])c1cccc(/C=C/c2ccc3ccccc3n2)c1`?
HOP-92: 67; UACC-62: 83; M14: 82; SK-MEL-28: 87; UACC-257: 75; EKVX: 80; A549/ATCC: 80; SK-MEL-5: 82

Results for CC1(C)C(=O)/C(=C\c2ccco2)C[C@]2(C)[C@H]3C(=O)C=C4[C@@H]5C[C@@](C)(C(N)=O)CC[C@]5(C)CC[C@@]4(C)[C@]3(C)CC[C@@H]12 ?
HOP-92: 94; UACC-62: 94; M14: 108; SK-MEL-28: 106; UACC-257: 105; EKVX: 96; A549/ATCC: 91; SK-MEL-5: 93

Results for COc1ccc(-c2c(N)n[nH]c2-c2ccccc2O)cc1OC ?
HOP-92: 74; UACC-62: 99; SK-MEL-28: 103; UACC-257: 100; EKVX: 92; A549/ATCC: 95; SK-MEL-5: 88

Results for CCCOc1cc(C)c(C(=O)Oc2ccccc2C(=O)O)c(C)c1 ?
HOP-92: 97; UACC-62: 95; M14: 115; SK-MEL-28: 111; UACC-257: 86; EKVX: 112; A549/ATCC: 99; SK-MEL-5: 99

How did Cc1nc2cnc(N)c(C#Cc3cncc(C(=O)Nc4ccccn4)c3)c2nc1C do in these assays?
HOP-92: 110; UACC-62: 101; M14: 100; SK-MEL-28: 100; UACC-257: 105; EKVX: 101; A549/ATCC: 98; SK-MEL-5: 97

How did c1ccc2c(c1)-c1ccccc1C2N1CCOCC1 do in these assays?
HOP-92: 87; UACC-62: 96; M14: 107; SK-MEL-28: 105; UACC-257: 101; EKVX: 104; A549/ATCC: 92; SK-MEL-5: 97

What do the screens show for `CCOC(=O)CC1CSC(Nc2ccccc2)=N1` (stereo not drawn)?
HOP-92: 120; UACC-62: 100; M14: 103; SK-MEL-28: 115; UACC-257: 98; EKVX: 104; A549/ATCC: 95; SK-MEL-5: 103

Results for O=C(O)c1ccccc1-n1c2ccccc2c2ccccc21 ?
HOP-92: 90; UACC-62: 94; M14: 94; SK-MEL-28: 98; UACC-257: 90; EKVX: 94; A549/ATCC: 98; SK-MEL-5: 111

What do the screens show for `N#Cc1c(-c2cc(=O)oc3c2ccc2ccccc23)cc(-c2cc3ccccc3oc2=O)nc1N`?
HOP-92: 89; UACC-62: 95; M14: 104; SK-MEL-28: 111; UACC-257: 106; EKVX: 87; A549/ATCC: 101; SK-MEL-5: 97

What do the screens show for `CC(=O)Nc1ccccc1C12NCCN(CCN1)C2=O`?
HOP-92: 109; UACC-62: 95; M14: 102; SK-MEL-28: 101; UACC-257: 101; EKVX: 94; A549/ATCC: 101; SK-MEL-5: 103

Results for COc1cc(-c2nn(-c3ccc(C)cc3)cc2C(=O)O)ccc1O ?
HOP-92: 98; UACC-62: 96; M14: 97; SK-MEL-28: 104; UACC-257: 105; EKVX: 88; A549/ATCC: 107

What do the screens show for `NCC1C2CCC(O2)C1CO` (stereo not drawn)?
UACC-62: 104; M14: 120; SK-MEL-28: 106; UACC-257: 104; EKVX: 107; A549/ATCC: 102; SK-MEL-5: 101

How did COc1cc(/C=C2\CCCC3=C2NC(C)=NC3c2cc(OC)c(OC)c(OC)c2)cc(OC)c1OC (stereo not drawn) do in these assays?
HOP-92: 71; UACC-62: 9.0*; M14: -42*; SK-MEL-28: 32; UACC-257: 44; A549/ATCC: 16; SK-MEL-5: 19

How did COC(=O)c1ccc(NC(N)=NCC(C)(C)COc2ccc(C(F)(F)F)cc2)nc1 do in these assays?
HOP-92: 47; UACC-62: 65; M14: 56; SK-MEL-28: 90; UACC-257: 62; EKVX: 46; A549/ATCC: 56; SK-MEL-5: 23

What do the screens show for `O=c1oc2ccccc2cc1-c1cc(-c2ccc(O)cc2)cc(-c2cc3ccccc3oc2=O)n1`?
HOP-92: 95; UACC-62: 95; M14: 99; SK-MEL-28: 111; UACC-257: 98; EKVX: 94; A549/ATCC: 101; SK-MEL-5: 94

How did Cc1c(Cl)cccc1NC(=O)c1sc2nc3c(cc2c1N)CN(CCc1ccccc1)CC3 do in these assays?
HOP-92: 99; UACC-62: 79; M14: 97; SK-MEL-28: 92; UACC-257: 99; EKVX: 78; A549/ATCC: 107; SK-MEL-5: 95

Results for COc1ccc(Cn2cc(C(=O)N=Nc3c(O)[nH]c4ccc(F)cc34)nn2)cc1 ?
HOP-92: 99; UACC-62: 89; M14: 111; SK-MEL-28: 116; UACC-257: 91; EKVX: 106; A549/ATCC: 94; SK-MEL-5: 103

Results for O=[N+]([O-])c1c(O)c(CNCCCO)cc(CNCCCO)c1O ?
HOP-92: 91; UACC-62: 98; M14: 107; SK-MEL-28: 121; UACC-257: 108; EKVX: 96; A549/ATCC: 95; SK-MEL-5: 119

Results for COc1cc2c(cc1OC)C(C#N)C2 (stereo not drawn) ?
UACC-62: 103; M14: 111; SK-MEL-28: 101; UACC-257: 101; A549/ATCC: 103; SK-MEL-5: 101

How did Cc1nn(CCO)c(C)c1N=[N+]([O-])c1c(C)nn(CCO)c1C do in these assays?
HOP-92: -48*; UACC-62: 61; M14: -62*; SK-MEL-28: 83; UACC-257: -56*; EKVX: 23; A549/ATCC: 51; SK-MEL-5: 72

What do the screens show for `CCCCCCCOC(=O)c1ccc(C(C)C)cc1`?
HOP-92: 94; UACC-62: 99; M14: 104; SK-MEL-28: 109; UACC-257: 81; EKVX: 98; A549/ATCC: 76; SK-MEL-5: 107

What do the screens show for `O=C1CC(c2ccccc2)CC2=C1C(c1c[nH]c3ccc(Br)cc13)Cc1cc(Br)ccc1N2` (stereo not drawn)?
UACC-62: 55; M14: 34; SK-MEL-28: 59; UACC-257: 78; EKVX: 51; A549/ATCC: 50; SK-MEL-5: 65

Results for O=c1[nH]nc2c3c(cccc13)NC(CN1Cc3ccccc3C1)=N2 ?
HOP-92: 89; UACC-62: 80; M14: 86; SK-MEL-28: 94; UACC-257: 93; EKVX: 80; A549/ATCC: 86; SK-MEL-5: 89

What do the screens show for `Cc1ccc2cc(CCCC(=O)O)ccc2c1`?
HOP-92: 86; UACC-62: 97; M14: 98; SK-MEL-28: 114; UACC-257: 110; EKVX: 92; A549/ATCC: 101; SK-MEL-5: 106

How did CSc1ccc(CCNc2nc(N)nn2S(=O)(=O)c2ccc(NC(C)=O)cc2)cc1 do in these assays?
HOP-92: 98; UACC-62: 92; M14: 102; SK-MEL-28: 109; UACC-257: 115; EKVX: 94; A549/ATCC: 101; SK-MEL-5: 94

How did Cc1ccc(S(=O)(=O)N/N=C2\C(=O)C3CCC2C3Cl)cc1 (stereo not drawn) do in these assays?
HOP-92: 99; UACC-62: 100; M14: 96; SK-MEL-28: 110; UACC-257: 110; EKVX: 103; A549/ATCC: 105; SK-MEL-5: 104

What do the screens show for `COc1cc2nc(N3CCC[C@@H](NC(=O)c4ccco4)C3)nc(N)c2cc1OC`?
HOP-92: 40; UACC-62: 64; M14: 68; SK-MEL-28: 75; UACC-257: 78; A549/ATCC: 81; SK-MEL-5: 53

Results for OC1CNC(=S)NC1 ?
UACC-62: 96; M14: 90; SK-MEL-28: 110; UACC-257: 106; A549/ATCC: 102; SK-MEL-5: 97

How did Cc1cc2c(C(C)C)c(O)c(O)c(C=NCCCS(=O)(=O)O)c2c(O)c1-c1c(C)cc2c(C(C)C)c(O)c(O)c(C=NCCCS(=O)(=O)O)c2c1O do in these assays?
HOP-92: 54; UACC-62: 99; M14: 81; SK-MEL-28: 79; EKVX: 48; A549/ATCC: 49; SK-MEL-5: 72

Results for Cc1ccc(NCC(=O)Cn2cc(COc3ccc(C=Nc4cnc5ccccc5c4)cc3)nn2)cc1 ?
HOP-92: 116; UACC-62: 98; M14: 105; SK-MEL-28: 112; UACC-257: 105; EKVX: 106; A549/ATCC: 103; SK-MEL-5: 102

How did CC1Cc2ccccc2N1 (stereo not drawn) do in these assays?
HOP-92: 63; UACC-62: 91; M14: 104; SK-MEL-28: 103; UACC-257: 113; EKVX: 112; A549/ATCC: 105; SK-MEL-5: 102

High-throughput results deposited in PubChem BioAssay by NCI.
